High-throughput results: PubChem BioAssay, The Scripps Research Institute Molecular Screening Center
LYPLA2 counter – blocks human lysophospholipase 2, a PME1 counter-screen; O95372; recombinant LYPLA2, FP-Rh probe fluorescence polarization; inhibition, % at 5.9 µM; 0.38% of 320,000 active; AID 2177;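 active means inhibition above the screen-wide mean plus 3 SD, limit set per campaign, cut at about 26% in these data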;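 further: 0% = LYPLA2 with DMSO and 100% = wells lacking LYPLA2 enzyme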
PREPL inh – inhibits the human prolyl oligopeptidase-like enzyme. Q4J6C6. inhibition, % at 5.96 µM. recombinant PREPL, fluorescence polarization activity-based probe. 0.68% of 320,000 active; in the data active means inhibition above about 43%;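 further: 0% = enzyme with DMSO and 100% = wells lacking enzyme; many of its hits are not listed in these tables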
LYPLA1 inh – blocks human lysophospholipase 1, a PME1 counter-screen; AID 2174; recombinant LYPLA1, FP-Rh probe fluorescence polarization; inhibition, % at 5.9 µM; O75608; 0.16% of 320,000 active;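 active means inhibition above the mean of all tested compounds plus 3 SD, set per campaign, cut at about 14% in these data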;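 further: inhibitors block serine hydrolase probe labeling of LYPLA1 so polarization falls; 0% = enzyme with DMSO and 100% = wells lacking LYPLA1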
Target sequence (O75608 whole entry, looked up): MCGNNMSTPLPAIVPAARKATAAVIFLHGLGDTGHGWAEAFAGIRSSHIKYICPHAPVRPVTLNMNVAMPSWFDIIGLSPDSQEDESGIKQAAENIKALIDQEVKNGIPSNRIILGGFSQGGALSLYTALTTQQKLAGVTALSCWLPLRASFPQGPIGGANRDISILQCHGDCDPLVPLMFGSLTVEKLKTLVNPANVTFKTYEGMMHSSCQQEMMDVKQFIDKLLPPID
PAFAH2 inh – inhibitors of human PAFAH2. recombinant PAFAH2, FP-rhodamine activity probe, fluorescence polarization. inhibition, % at 3.39 µM. 0.99% of 340,000 active. AID 492956;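 active means inhibition above the mean over all tested compounds plus 3 SD, cut at about 30% in these data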;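 further: inhibitors block probe labeling of enzyme so polarization drops; 0% = enzyme with DMSO and 100% = wells lacking PAFAH2 protein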
GSTO1 counter – blocks human GSTO1 in RBBP9 counter-screen. recombinant GSTO1, activity-based probe fluorescence polarization. inhibition, % at 5.96 µM. P78417. 1.1% of 300,000 active;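 active means inhibition above the campaign mean inhibition plus 3 SD, cut at about 35% in these data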;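 further: 0% = GSTO1-1 with DMSO and 100% = wells lacking GSTO1-1 enzyme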
PAD4 FP inh – inhibitors of human PAD4. recombinant PAD4, RCA probe fluorescence polarization. inhibition, % at 6.36 µM. 0.41% of 330,000 active;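 active means percent inhibition above a cutoff equal to the mean of all tested compounds plus 3 SD, cut at about 15% in these data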;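 further: 0% = PAD4 with RCA probe and DMSO and 100% = probe without PAD4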
Target sequence (Q9UM07 whole entry, looked up): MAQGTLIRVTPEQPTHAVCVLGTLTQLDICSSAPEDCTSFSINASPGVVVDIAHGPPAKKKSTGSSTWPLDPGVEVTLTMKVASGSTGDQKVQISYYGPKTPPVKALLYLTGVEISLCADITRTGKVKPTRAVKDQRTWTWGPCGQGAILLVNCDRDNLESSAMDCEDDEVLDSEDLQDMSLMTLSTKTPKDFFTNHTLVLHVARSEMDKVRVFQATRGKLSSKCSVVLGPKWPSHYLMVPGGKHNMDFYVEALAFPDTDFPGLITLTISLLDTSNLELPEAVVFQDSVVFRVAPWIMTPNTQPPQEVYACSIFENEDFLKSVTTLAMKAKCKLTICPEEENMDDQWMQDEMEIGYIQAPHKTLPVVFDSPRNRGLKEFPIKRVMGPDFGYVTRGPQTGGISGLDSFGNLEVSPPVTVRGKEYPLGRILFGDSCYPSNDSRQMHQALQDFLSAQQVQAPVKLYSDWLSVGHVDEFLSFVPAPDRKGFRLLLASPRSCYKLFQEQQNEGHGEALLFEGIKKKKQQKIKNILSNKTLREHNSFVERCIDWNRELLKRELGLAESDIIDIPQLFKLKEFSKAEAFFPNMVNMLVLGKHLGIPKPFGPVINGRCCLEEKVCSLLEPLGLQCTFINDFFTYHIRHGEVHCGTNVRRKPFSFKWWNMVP
PAFAH1B3 FP inh – blocks human PAF acetylhydrolase 1B catalytic subunit 3; Q15102; recombinant PAFAH1B3, FP-rhodamine probe, fluorescence polarization; inhibition, % at 3.39 µM; 0.28% of 340,000 active;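 active means inhibition above the screen-wide average of all tested compounds plus 3 SD, cut at about 25% in these data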;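 further: 0% = enzyme with DMSO only and 100% = wells lacking PAFAH1B3 protein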
ZTA DNA inh – blocks Epstein-Barr virus ZTA, an EBNA-1 counter-screen | P03206 | ZTA-DNA binding, fluorescence polarization | inhibition, % at 11 µM | 0.15% of 320,000 active | AID 2234; in the data active means inhibition above about 33%
EBNA-1 inh – blocks EBNA-1 binding to DNA | EBNA-1 DNA binding, fluorescence polarization | inhibition, % at 14.8 µM | 0.34% of 300,000 active | AID 1950; in the data active means inhibition above about 28%
* = called active by the depositor; · = no result given. Some of the compounds tested; count on the stated rates, not on these rows.

SMILES	LYPLA2 counter	PREPL inh	LYPLA1 inh	PAFAH2 inh	GSTO1 counter	PAD4 FP inh	PAFAH1B3 FP inh	ZTA DNA inh	EBNA-1 inh
O=C(CN1CCN(S(=O)(=O)c2ccc(Cl)cc2)CC1)Nc1ccc2c(c1)CCC2	1	-37	-5	-6	-2	-1	2	-12	-13
O=S(=O)(Nc1ccc(Br)cn1)c1ccc(Cl)s1	5	4	-2	11	1	-1	-5	4	7
CCN1CCN(c2ncnc3sc(C(=O)Nc4ccccc4F)c(C)c23)CC1	-3	-56	-2	-3	8	2	2	6	19
CCCN(C(=O)c1cc(CC)c(C)s1)c1c(N)n(Cc2ccccc2)c(=O)[nH]c1=O	4	-2	2	8	9	-2	3	-2	1
COCCNc1cc(-c2ccccc2)nc2cc(-c3cccc(F)c3)nn12	-16	3	-8	-5	-9	-2	-1	-2	-2
O=C(Nc1ccc(OCC(F)(F)C(F)F)c(C(F)(F)F)c1)c1ccccc1O	-41	3	-28	-7	-15	0	-10	0	-6
Cc1ccccc1C(=O)Nc1nnc(CC(=O)N/N=C/c2ccncc2)s1	3	-2	1	·	-1	-5	·	6	-2
COc1ccc(CCN2C(=S)NC3CC2(C)Oc2ccc([N+](=O)[O-])cc23)cc1OC (stereo not drawn)	-4	-64	-2	-5	-2	1	2	7	-8
O=c1c2cc(N3CCOCC3)ccc2[nH]c(=S)n1CCc1ccccc1	6	14	2	21	14	-2	7	0	12
COc1cccc(N2CCN(C(=S)NCCc3ccccc3)CC2)c1	3	-12	-4	8	3	1	1	-4	8
COc1cc(C(=O)NCC(=O)OCC(=O)Nc2ncc(Cl)cc2Cl)cc(OC)c1OC	-4	5	-1	-4	6	0	8	-6	6
CCN1CCN(CCCNC(=O)c2ccc3c(c2)N(Cc2ccccc2)CCS3)CC1	7	20	5	-2	-4	-1	5	-3	-10

Part of the list above, showing only PREPL inh and LYPLA2 counter.
| smiles | PREPL inh | LYPLA2 counter |
| --- | --- | --- |
| COc1ccc(CCN2C(=S)NC3CC2(C)Oc2ccc([N+](=O)[O-])cc23)cc1OC (stereo not drawn) | -64 | -4 |
| O=c1c2cc(N3CCOCC3)ccc2[nH]c(=S)n1CCc1ccccc1 | 14 | 6 |

Looked up above.
`O=C(Nc1ccc(OCC(F)(F)C(F)F)c(C(F)(F)F)c1)c1ccccc1O` in PREPL inh has 3
`CCCN(C(=O)c1cc(CC)c(C)s1)c1c(N)n(Cc2ccccc2)c(=O)[nH]c1=O` in EBNA-1 inh has 1
`COCCNc1cc(-c2ccccc2)nc2cc(-c3cccc(F)c3)nn12` in GSTO1 counter has -9
`CCN1CCN(c2ncnc3sc(C(=O)Nc4ccccc4F)c(C)c23)CC1` in EBNA-1 inh has 19
`O=S(=O)(Nc1ccc(Br)cn1)c1ccc(Cl)s1` in LYPLA1 inh has -2
`O=C(CN1CCN(S(=O)(=O)c2ccc(Cl)cc2)CC1)Nc1ccc2c(c1)CCC2` in PAFAH2 inh has -6

The results go on.
SMILES	LYPLA2 counter	PREPL inh	LYPLA1 inh	PAFAH2 inh	GSTO1 counter	PAD4 FP inh	PAFAH1B3 FP inh	ZTA DNA inh	EBNA-1 inh
COc1cccc(NC(=O)C2C3C=CC4(O3)C2C(=O)N(CCCN2CCCCC2)C4C(=O)NC2CCCCC2)c1 (stereo not drawn)	-3	8	0	1	2	0	4	-15	-12
CC(=O)NCCc1nc2ccccc2n1Cc1ccc(C)cc1	-5	-5	-1	2	0	0	1	13	-4
CCOC(=O)c1cc(C#N)c(Oc2cccc(C(F)(F)F)c2)nc1-c1ccccc1	-2	17	-4	5	9	-3	-6	9	5
COc1ccc(CCN(C)CC(O)COc2c(C)ccc(C)c2C)cc1OC (stereo not drawn)	-4	-20	1	2	0	-1	3	0	-11
Cc1nc2ccccc2c(=O)n1NC(=O)CCC(=O)O	1	2	2	4	-4	1	5	14	0
COc1ccc2cc(C(=O)C3CCCN(Cc4cccc(C)n4)C3)ccc2c1 (stereo not drawn)	2	-11	1	3	1	-3	-2	-11	-7
On1c(-c2ccccc2)nc2ccc(Cl)cc21	-2	-7	-1	3	-6	-2	7	11	6
CCN(CC)c1ccc(/C=c2/sc3nnc(-c4ccccc4C)n3c2=O)cc1	-14	-15	-4	-13	1	-3	-17	-7	-2
CNC(=O)c1cc(-c2ccc(Cl)cc2)n(-c2ccccc2)n1	12	-22	2	1	0	-7	4	-11	-1
CCOC(=O)c1cc(=O)cc(C(=O)OCC)o1	0	-4	-2	5	6	1	8	-4	9
COCc1cc(=O)[nH]c(-c2ccc(C(F)(F)F)cc2)n1	-2	-3	1	·	-1	3	·	2	-8
COc1ccc(C)cc1NC(=O)NCc1ccc(F)cc1	1	0	-2	-4	-12	0	5	-24	-4
Fc1ccc(C2=Nn3c(nnc3-c3n[nH]c4c3CCC4)SC2)cc1	7	-20	4	5	-8	0	7	-29	1
Cc1ccccc1OCCC(=O)OCC(=O)c1c(N)n(CC(C)C)c(=O)n(C)c1=O	3	0	-5	0	0	-3	7	-11	-9
COC(=O)c1[nH]c2ccc(Br)cc2c1NC(=O)Oc1ccccc1	-1	9	-3	10	4	2	-2	-5	1
COc1ccc(Cn2c(=N)c(C(=O)NCC3CCCO3)cc3c(=O)n4ccccc4nc32)cc1 (stereo not drawn)	2	18	1	5	6	-2	6	-13	4
CN(C)N=Nc1nc[nH]c1C(N)=O	5	-8	3	0	4	-2	8	1	2
Cc1ccc(CN2CCN(Cc3ccc(Oc4ncccn4)cc3)CC2CCO)cc1 (stereo not drawn)	2	3	3	5	-2	0	3	2	-1
COC(=O)N1CCN(c2ccc(Cl)c(Cl)c2)CC1	9	-14	3	0	3	0	-1	5	5
CCOC(=O)c1oc2c(CN3CCN(C)CC3)c(O)ccc2c(=O)c1-c1ccc(Br)cc1	-8	-21	-1	-8	-8	1	3	-4	8
O=C(NCc1ccco1)C(c1cccs1)N(C(=O)Cc1cccs1)c1ccccc1 (stereo not drawn)	-4	-1	0	-1	3	-1	1	7	10
CN(C)C(=S)Nc1cccc(F)c1	1	0	-2	·	-1	0	·	8	0
Cc1ccc(NC(=O)C2CCCN(C(=O)Nc3ccc(F)cc3)C2)cc1 (stereo not drawn)	0	-4	-3	-3	1	-8	-7	1	-19
O=C(COC(=O)c1ccc(Oc2ccccc2)cc1)Nc1nnc(-c2ccccc2)o1	2	14	-2	10	-2	-2	12	9	0

Of the compounds above, these contain bromine:
SMILES	LYPLA2 counter	PREPL inh	LYPLA1 inh	PAFAH2 inh	GSTO1 counter	PAD4 FP inh	PAFAH1B3 FP inh	ZTA DNA inh	EBNA-1 inh
O=S(=O)(Nc1ccc(Br)cn1)c1ccc(Cl)s1	5	4	-2	11	1	-1	-5	4	7
COC(=O)c1[nH]c2ccc(Br)cc2c1NC(=O)Oc1ccccc1	-1	9	-3	10	4	2	-2	-5	1
CCOC(=O)c1oc2c(CN3CCN(C)CC3)c(O)ccc2c(=O)c1-c1ccc(Br)cc1	-8	-21	-1	-8	-8	1	3	-4	8

The listing continues.
SMILES	LYPLA2 counter	PREPL inh	LYPLA1 inh	PAFAH2 inh	GSTO1 counter	PAD4 FP inh	PAFAH1B3 FP inh	ZTA DNA inh	EBNA-1 inh
Cc1ccc(NC(=O)CCn2c(=S)oc3ccccc32)cc1	0	-10	-2	3	4	-3	3	-4	43*
Cc1ccc(N2C(=O)c3ccc(C(=O)O)cc3C2=O)c(C)c1	-1	0	-4	0	-2	-4	21	-1	12
Cc1ccc(S(C)(=O)=NS(=O)(=O)c2cccc3nsnc23)cc1 (stereo not drawn)	-3	-3	-3	-1	0	-3	0	1	5
CC(C)OCCCN1CC(=O)N2C(c3cccc([N+](=O)[O-])c3)c3[nH]c4ccccc4c3C[C@H]2C1=O (stereo partly drawn)	-4	11	0	3	2	-1	8	4	0
CC1=C/C(=N\NC(=O)c2ccc(O)cc2)CC1	-1	0	-5	7	3	0	-3	-1	6
COc1ccc(C)cc1NC(=O)C(C)N1CCOCC1 (stereo not drawn)	8	3	0	-3	4	-1	8	-14	-11
N#Cc1c(NC(=O)C2CC(c3ccccc3Cl)=NO2)sc2c1CCC2 (stereo not drawn)	-5	1	-7	7	-6	1	-13	-1	-7
CCCC1=C(C(=O)OCC)C(c2ccccc2OCC)NC(=O)N1C (stereo not drawn)	0	10	3	9	-5	-2	10	-8	-1
O=C(COc1ccccc1[N+](=O)[O-])Nc1ccc(CN2CCOCC2)cc1	1	6	-1	12	2	2	0	12	-4
C=CCOC(Cn1ccnc1)c1ccc(Cl)cc1Cl (stereo not drawn)	1	-14	-3	0	·	1	4	-14	·
CCOC(=O)C1CCN(C(=O)C2CCN(S(=O)(=O)c3cc(Cl)ccc3OCC)CC2)CC1	-2	26	-1	3	-1	-6	4	-8	0
Cc1ccc(S(=O)(=O)n2cnc(C)c2)cc1	-2	3	0	0	-1	-4	3	-14	0
CCOc1ccc(NC(=O)c2ccccc2CO)cc1	-1	13	5	-1	3	-6	-3	-6	-21
CC(=O)Nc1ccc(S(=O)(=O)Nc2ccc3[nH]c(=O)[nH]c3c2)cc1	-9	11	3	0	-36	0	4	4	-8
O=C(Nc1ccc(Cn2cccn2)cc1)c1ccc(COc2ccccc2Br)cc1	-43	-13	-21	-19	-30	-2	-7	8	-3
Cn1c(=O)cc(Nc2ccc(Cl)cc2)[nH]c1=O	-2	3	-2	-5	10	-3	8	10	3
O=C(COc1ccccc1Cl)NC(=S)Nc1ccccc1N1CCCC1	1	15	-7	0	17	1	12	13	-12
COc1ccc(F)cc1S(=O)(=O)N1CCN(Cc2ccc3c(c2)OCO3)CC1	-6	19	0	3	-2	-3	16	-15	-3
C/C(=N\NC(=O)c1ccc(Cl)c(S(=O)(=O)Nc2ccccc2Cl)c1)c1ccncc1	-3	6	-4	9	-12	1	4	8	6
Cc1cc(SCC(=O)OC/C(O)=C(\C#N)c2nc3ccccc3[nH]2)c(C)cc1Br	-10	-5	-2	-2	-7	-1	4	8	2
COc1ccc(N2C(=NC(=O)C(C)Oc3ccccc3)SC3CS(=O)(=O)CC32)cc1 (stereo not drawn)	1	-7	-4	6	6	-6	-4	-1	4
Cc1cccc(N2CCN(C(=O)C3CCN(S(=O)(=O)N4CCOCC4)CC3)CC2C)c1 (stereo not drawn)	-2	12	-2	-3	10	3	12	-12	4
Cc1cc2oc(=O)cc(CNc3ccccc3F)c2cc1O	7	-2	-6	10	11	5	2	-6	-2
Cc1cc(C(=O)COC(=O)c2ccccc2Br)c(C)n1CC1CCCO1 (stereo not drawn)	-3	16	1	3	-3	-6	0	-7	-11
O=C(CN1CCN(Cc2ccccc2)CC1)N/N=C/c1ccc(Br)s1	0	1	-3	15	-1	0	-3	1	0
COc1ccc(NC2CC(=O)N(c3ccccc3)C2=O)cc1 (stereo not drawn)	8	-6	-2	41*	-1	5	4	1	7
Cc1ccc(O)c(-c2cc(C(=O)Nc3ccc(S(=O)(=O)N4CC(C)OC(C)C4)cc3)[nH]n2)c1 (stereo not drawn)	-49	21	-38	-19	-4	0	-2	-3	-3
O=C(CN1CCN(Cc2ccccc2Cl)CC1)N/N=C/C=C/c1ccccc1[N+](=O)[O-]	8	19	-2	6	4	0	5	-17	5
CCCSc1nc(C)cc(C)c1S(=O)(=O)c1ccccc1C	-3	2	-2	0	0	-5	9	-36	-6
C(=N\N1CCN(c2ccccn2)CC1)/c1ccccn1	-4	6	2	-5	11	0	2	-3	4
C=CCNC(=S)Nc1nc2c(cc1C(=O)OCC)CCCC2	-2	-5	-5	0	6	0	-1	1	7
CC1CC(C)CN(S(=O)(=O)c2ccc(NC(=O)C3COc4ccccc4O3)cc2)C1 (stereo not drawn)	-57	5	-32	-10	-3	2	4	7	-14
Cc1ccc(C2(c3noc(CN4CCC(c5ccncc5)CC4)n3)CCCC2)cc1	5	0	2	8	4	-4	-2	-8	-4
